Bioassay records deposited in PubChem BioAssay by several laboratories.
MITF TRPM1 inh – reduces MITF-dependent TRPM1 promoter luciferase signal | SK-MEL-5 TRPM1 promoter luciferase, 24 h | inhibition, % at 12.5 µM | hit rate 0.83% among 330,000 | AID 488899;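 active = mean inhibition across replicates of 60% or more, whatever share of single replicates reaches that level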; also: values of inactives mirror those of a sister screen read the other way
aDG glyco act – alpha-DG glycosylation activation. Pro5-aDG cells, alpha-DG glycosylation AlphaScreen (IIH6); 0% Pro5, 100% B10-LARGE cell signal. hit rate 0.22% among 360,000. activation, % at 10 µM;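 active = activation of at least 8% versus controls, or a plate z-score of at least 8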;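 also: Pro5 are CHO cells carrying HIG-tagged alpha-DG that lacks glycosylation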
HIF-2a inh – inhibitors of HIF-2a; 786-0 RCC cells HIF-2a reporter, luciferase luminescence, overnight; inhibition, % at 18.8 µM; hit rate 0.72% among 360,000;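 active = inhibition of the luminescence signal of 40% or more relative to plate controls, in a single-dose primary screen at 18.75 µM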
iPSC survival up – increases survival of single human iPS cells. survival enhancement, % at 20 µM. hiPSC single-cell survival, ATPlite luminescence; 100% = ROCK inhibitor wells, 0% = DMSO. AID 602274. hit rate 0.044% among 360,000; in the data active = survival enhancement above about 18%;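 also: cells exposed to compounds for 16 hours before the ATP read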
Shn3 3UTR inh – reduces Shn3 3'UTR luciferase signal in osteoblasts; Clone20 osteoblast Shn3 3'UTR firefly luciferase, 24 h; inhibition, % at 12.5 µM; hit rate 0.52% among 360,000; AID 588674;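 active = mean inhibition of at least 75% with every replicate also reaching 75%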;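 also: 0% = median of neutral control wells and 100% = pilot-screen positive control compound; some compounds past the cut are filed as inactive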
Peg3 promoter – inhibitors of Peg3 promoter | HeLa PEG-Prom luciferase reporter, luminescence, overnight | inhibition, % at 20 µM | hit rate 1.7% among 360,000;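 active = inhibition of at least 50% at 20 µM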
NR2E3 ag-1 – human photoreceptor-specific nuclear receptor agonism; CHO-S Gal4-NCOR/VP16-NR2E3 two-hybrid, luciferase; inhibition of corepressor binding, % at 3.98 µM; hit rate 0.35% among 360,000; AID 602229;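 active = inhibition above the mean of all tested compounds plus 3 SD, cut at about 70% in these data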;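 also: 0% = DMSO with NR2E3 transfected cells and 100% = cells lacking NR2E3 construct; higher means lower luciferase signal from less NR2E3 corepressor binding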
Target sequence (Q9Y5X4 whole entry, looked up, the tested form may be a part): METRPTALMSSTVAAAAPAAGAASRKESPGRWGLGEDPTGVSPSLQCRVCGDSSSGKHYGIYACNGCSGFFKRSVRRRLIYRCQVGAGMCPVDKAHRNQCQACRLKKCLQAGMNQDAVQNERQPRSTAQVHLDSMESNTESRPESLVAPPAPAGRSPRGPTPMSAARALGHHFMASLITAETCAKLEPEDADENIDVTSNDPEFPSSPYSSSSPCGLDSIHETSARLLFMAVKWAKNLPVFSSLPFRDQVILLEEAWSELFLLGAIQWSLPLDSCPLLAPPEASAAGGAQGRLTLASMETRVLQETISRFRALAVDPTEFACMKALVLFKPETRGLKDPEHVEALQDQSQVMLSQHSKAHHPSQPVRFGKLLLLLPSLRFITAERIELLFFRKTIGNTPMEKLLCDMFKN
CF NFkB block – inhibitors of cystic fibrosis induced NF-kB; KKLEB NF-kB-GFP reporter, PAF-induced, GFP fluorescence overnight; AID 588850; hit rate 0.86% among 360,000; inhibition, % at 5 µM;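 active = at least 50% inhibition at 5 µM, scaled per plate between neutral and stimulator controls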;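 also: PAF is a Pseudomonas aeruginosa culture filtrate used as stimulus; plate controls were PAF-stimulated DMSO wells for no effect and unstimulated DMSO wells for full effect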
TWEAK-Fn14 inh – TWEAK-Fn14 signaling inhibition. inhibition, % at 10 µM. TWEAK-stimulated Fn14 reporter cells, luciferase luminescence, 8 h. hit rate 2% among 360,000; in the data active = inhibition above about 50%
KKLEB cytotox – reduces viability of KKLEB cystic fibrosis airway cells. KKLEB CF airway cells viability, ATPlite luminescence, overnight; active compounds read low; cells stimulated with P. aeruginosa culture filtrate. activity change (cytotoxicity), % at 5 µM. hit rate 0.36% among 360,000. AID 602141;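 active = corrected activity change at or below -50% at 5 µM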
NR2E3 ag-2 – NR2E3 (human) agonism | GST-NR2E3/biotin-RetCOR TR-FRET, 1536-well | inhibition of corepressor binding, % at 4.78 µM | hit rate 0.12% among 320,000 | AID 2300;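 active = percent inhibition above the cutoff of mean plus 3 SD of all tested compounds, set per screening campaign, cut at about 20% in these data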;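 also: 0% = DMSO wells and 100% = biotin wells as full block of FRET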
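System: GST-tagged NR2E3 plus biotinylated RetCOR corepressor; Buffer or medium: pH 7.5 Tris-based buffer; Probe or stimulus: RetCOR corepressor, biotinylated, 7 nM; Doses: compound at 4.8 µM, single dose; Schedule: 5 h incubation at 4 °C; Technique: time-resolved FRET; Evaluation: percent inhibition of TR-FRET ratio; Replication: one well per compound, singlicate testing.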
* hit, by the source's call; x = no result given.

SMILES | MITF TRPM1 inh | aDG glyco act | HIF-2a inh | iPSC survival up | Shn3 3UTR inh | Peg3 promoter | NR2E3 ag-1 | CF NFkB block | TWEAK-Fn14 inh | KKLEB cytotox | NR2E3 ag-2
CCN(c1ccccc1)S(=O)(=O)c1ccc(C(=O)Nc2nnc(-c3ccco3)o2)cc1 | 16 | 0.5 | 13 | 0.8 | 50 | 7 | 41 | 2 | 25 | 1 | 2
CCCCOc1ccc(C(=O)Nc2cccc(C)n2)cc1 | -105 | 6.3* | -241 | -1.8 | -67 | -226 | 3 | 15 | 31 | -17 | -1
CC(/C=C1\SC(=S)N(NC(=O)c2ccc(O)cc2)C1=O)=C\c1ccccc1 | 5 | -0.2 | 17 | 1.0 | 5 | -10 | -3 | -9 | -29 | 16 | 0
CSCCC(c1nnnn1C1CCCC1)N1CCN(C/C=C/c2ccccc2)CC1 (stereo not drawn) | x | -0.4 | -2 | 0.2 | 7 | 2 | 4 | -12 | -3 | -1 | x
CN(C)CCCNC(=O)c1cc(C(=O)c2ccc(F)cc2)c[nH]1 | 3 | -0.1 | 14 | 1.9 | -17 | 15 | -3 | -10 | -1 | 6 | 2
COc1cccc(CC2(CO)CCCN(S(=O)(=O)N(C)C)C2)c1 (stereo not drawn) | 3 | 0.0 | 17 | 1.2 | -4 | 3 | -4 | 11 | 16 | 2 | 0
O=C(Cn1cc(C(=O)C2CC2)c2ccccc21)NC1CCCC1 | -4 | 0.1 | -68 | 0.2 | 3 | -54 | -28 | 5 | -33 | 1 | -3
COc1ccc(-c2[nH]c3ccccc3c2SCCN)cc1 | -9 | 0.4 | -15 | -0.5 | -23 | -4 | -6 | 24 | -1 | 2 | -2
COc1cccc(-c2cnc(C(O)c3ccc(Cl)c(Cl)c3)[nH]2)c1 (stereo not drawn) | x | -0.2 | -15 | -1.4 | 14 | 8 | -6 | -10 | 6 | 12 | x
Cc1cccc(NC(=O)COC(=O)CN2C(=O)C3CCCCC3C2=O)c1C (stereo not drawn) | x | -0.1 | 8 | 6.3 | -37 | 19 | 16 | -3 | 0 | -6 | x
O=C(COc1ccc(Cl)cc1)NCc1nnc(SCC(=O)Nc2ccc(F)cc2F)o1 | -8 | 0.3 | 8 | 0.8 | 12 | 7 | 6 | -18 | -14 | 0 | 3
COc1ccc(-c2ccc(N)cn2)cn1 | -37 | -0.2 | -79 | -0.1 | -38 | -57 | -17 | 1 | 9 | 6 | -2
CCn1c(=O)cc(SCC(=O)N2CCN(c3ccccn3)CC2)c2ccccc21 | -7 | -0.2 | -16 | 1.4 | -12 | -6 | -2 | -35 | -15 | -19 | x
CN1C(=O)N(C)c2cccc3cccc1c23 | -2 | 0.2 | 4 | -0.7 | 4 | 34 | -20 | 3 | -7 | 3 | 1
NC(=O)NCC(=O)N1CCN(S(=O)(=O)c2ccc(Cl)s2)CC1 | 3 | -0.2 | 9 | 0.2 | 6 | 9 | 10 | 8 | -13 | -1 | 1
CC(=O)Nc1c2c(nn1-c1ccccc1C)CS(=O)C2 (stereo not drawn) | 7 | -0.1 | 2 | -0.4 | -13 | -3 | 1 | -5 | 0 | 4 | -1
C=CCn1c(SCc2ccc(C(=O)Nc3ccccc3)cc2)nnc1-c1ccccc1 | -2 | 0.7 | -139 | 3.3 | 6 | -12 | -10 | 18 | -19 | -3 | 2
Cc1ccc(C(=O)CC(=O)c2ccc(C)cc2O)cc1 | -14 | 0.1 | -171 | 0.0 | 0 | -187 | -51 | -22 | 6 | 9 | x
COc1ccc(F)cc1-c1cc(NC=O)c2ncc(-c3cccc(C(F)(F)F)c3)n2c1 | x | 0.2 | 0 | -1.3 | -1 | 19 | -45 | 5 | -3 | -18 | x
O=C(COC(=O)/C=C/c1nc2ccccc2s1)Nc1ccccc1Oc1ccccc1 | -20 | -0.1 | -30 | 1.4 | -45 | 19 | 5 | 8 | 9 | 3 | -2
Cc1ccc(/C=C/c2nnc(-c3cccc(C)c3)o2)cc1 | -4 | 0.0 | -314 | -1.0 | -1 | -93 | -26 | 9 | -19 | 11 | 1
Cc1ccc(/C(O)=C2\C(=O)C(=O)N(Cc3cccnc3)C2c2ccccc2[N+](=O)[O-])cc1 (stereo not drawn) | -9 | -0.1 | -184 | -0.2 | -69 | -164 | -95 | -6 | 27 | 1 | 0
O=C(NCC1CCCO1)c1cccc(N2C(=O)C3C4C=CC(C4)C3C2=O)c1 (stereo not drawn) | -2 | 0.0 | 17 | -1.0 | -5 | 4 | -10 | -6 | 10 | 3 | -2
COCCNC(=O)c1cc2c(=O)[nH]c3ccccc3c2s1 | -13 | -0.1 | -25 | 1.6 | -29 | -18 | 0 | -1 | 25 | -6 | 2
CCOc1nc(OCC)c2cnn(C)c2n1 | -11 | 0.3 | 9 | 0.0 | -17 | 10 | -3 | 1 | 6 | 1 | -4
O=C(NCCc1ccccc1F)[C@@H]1CSC2c3ccccc3C(=O)N21 (stereo partly drawn) | 2 | 0.0 | -16 | 1.0 | -54 | 6 | -30 | -9 | -8 | 4 | 2
Cc1c(C(=O)CN2CCN(c3ccccc3)CC2)c2ccccc2n1C | -4 | 0.2 | 0 | 0.2 | -6 | -5 | 0 | 5 | -49 | 5 | 1
CC1(C)CC(=O)c2cc(C(=O)N3CCN(CCO)CC3)c(=O)n(-c3ccc(Cl)cc3)c2C1 | -8 | 0.1 | 15 | -1.0 | 4 | 15 | -26 | -5 | -10 | -7 | -3
COCCNC(C(=O)Nc1ccc([N+](=O)[O-])cc1Br)c1ccccc1 (stereo not drawn) | -1 | 0.1 | 4 | -1.6 | 16 | -9 | 10 | -31 | -2 | -7 | -2
CCC(=O)N1CCN=C1SCc1ccccc1 | 1 | -0.1 | -14 | 1.0 | -8 | -3 | -8 | 8 | 1 | -2 | 0
COc1ccc2c(c1OC)C(=O)N1c3ccccc3N=C(c3ccc([N+](=O)[O-])cc3)CC21 (stereo not drawn) | 9 | 0.0 | 9 | -0.2 | 10 | 20 | -26 | -5 | 16 | 12 | 0
CN1c2ccsc2C(O)=C(C(=S)Nc2ccccc2)S1(=O)=O | -2 | -0.1 | -2 | 1.1 | -7 | 11 | -62 | -8 | 17 | -1 | 3
O=C(Nc1cccc(O)c1)C1CCCN1C(=O)OCc1ccccc1 (stereo not drawn) | 5 | 0.1 | 15 | -0.5 | -4 | 11 | 20 | 2 | 4 | 0 | 4
COc1cc(C2NC(=O)NC(C)=C2C(=O)OCC2CCCO2)cc(OC)c1OC (stereo not drawn) | 15 | -0.3 | 20 | -0.2 | -9 | 10 | -18 | -18 | -21 | 16 | 2
Cc1cccc(OCCC(=O)Nc2ccc(F)c(F)c2)c1 | -6 | 0.3 | -10 | -0.6 | -7 | 0 | -13 | 6 | 10 | 5 | -1
CCN(CC)CC(C)CNC(=O)C1(O)c2ccccc2NC(=O)N1c1ccc(Cl)c(Cl)c1 (stereo not drawn) | -6 | -0.3 | 7 | 0.2 | 16 | 5 | -28 | 8 | -8 | 3 | -2
COc1cccc(C(C)(O)c2nc(-c3ccccc3)cs2)c1 (stereo not drawn) | x | 0.4 | 3 | 2.6 | 4 | 7 | 3 | -7 | 29 | 14 | x
CCc1nc(SCC(=O)c2ccccc2)c2ccccc2n1 | -1 | 0.3 | -61 | -0.6 | 10 | -53 | 6 | -8 | -68 | -2 | 4
CCOC(=O)c1sc(NCc2ccco2)c(-c2nc3ccccc3s2)c1N | 14 | 0.0 | -176 | -2.0 | -34 | -221 | -123 | -3 | 17 | 6 | -2
COC(=O)c1ccccc1NC(=O)Nc1ccc(C(=O)N2CCCC2)cc1 | 6 | -0.1 | 35 | 4.4 | 11 | 58* | 0 | -3 | 14 | 1 | 1
CC(=O)c1ccc(OCc2cc(C(=O)N(C)Cc3ccon3)no2)cc1 | -5 | 0.4 | -21 | 0.3 | -39 | -20 | -4 | -27 | -18 | -1 | x
O=C(NNC(=O)C1CCCN(c2ncccn2)C1)c1ccncc1 (stereo not drawn) | 2 | 0.2 | 21 | 4.1 | -9 | 0 | -21 | 4 | 11 | -14 | -2
CCOC(=O)CSc1nc(-c2ccncc2)ccc1C#N | -62 | 0.9 | -257 | -1.4 | -51 | -324 | -134 | -18 | -10 | -6 | 4
COC(=O)c1ccc(OCC(=O)c2ccccc2)cc1 | -69 | 0.5 | -187 | -2.1 | -57 | -282 | -132 | -6 | 11 | 4 | -3
CCCCOC(=O)Cn1c(=O)n(CC(=O)OCCCC)c2ccccc21 | 5 | 0.1 | 17 | -2.5 | -18 | 1 | -26 | 10 | -12 | -5 | 2
Cc1ccc(OCC(=O)N(Cc2ccccc2)C2CCS(=O)(=O)C2)c([N+](=O)[O-])n1 (stereo not drawn) | -1 | 0.0 | 16 | 1.8 | 11 | 4 | 1 | 6 | 9 | 13 | -1
COc1ccc(Nc2nc(NCCCN3CCOCC3)nc(N)c2[N+](=O)[O-])cc1 | -10 | -0.1 | -5 | 0.3 | 15 | 33 | 24 | -11 | -28 | -8 | 0
OCCN1CCN(c2cc(C(F)(F)F)nc3c(F)cccc23)CC1 | 6 | -0.2 | 21 | -0.3 | -4 | 15 | 2 | 6 | -1 | -20 | 2

Random excerpt: 3 records from the list, in no set order.
SMILES | MITF TRPM1 inh | aDG glyco act | HIF-2a inh | iPSC survival up | Shn3 3UTR inh | Peg3 promoter | NR2E3 ag-1 | CF NFkB block | TWEAK-Fn14 inh | KKLEB cytotox | NR2E3 ag-2
O=C(NNC(=O)C1CCCN(c2ncccn2)C1)c1ccncc1 (stereo not drawn) | 2 | 0.2 | 21 | 4.1 | -9 | 0 | -21 | 4 | 11 | -14 | -2
CCOC(=O)c1sc(NCc2ccco2)c(-c2nc3ccccc3s2)c1N | 14 | 0.0 | -176 | -2.0 | -34 | -221 | -123 | -3 | 17 | 6 | -2
CCCCOC(=O)Cn1c(=O)n(CC(=O)OCCCC)c2ccccc21 | 5 | 0.1 | 17 | -2.5 | -18 | 1 | -26 | 10 | -12 | -5 | 2

Remaining list, next part
SMILES | MITF TRPM1 inh | aDG glyco act | HIF-2a inh | iPSC survival up | Shn3 3UTR inh | Peg3 promoter | NR2E3 ag-1 | CF NFkB block | TWEAK-Fn14 inh | KKLEB cytotox | NR2E3 ag-2
CCN(CC)CCN(C(=O)c1ccc2c(c1)CCCC2)c1nc2c(OC)cccc2s1 | x | 0.1 | -27 | 0.2 | 18 | -8 | -8 | 21 | 8 | -11 | x
Cn1cccc1Cc1nnc(SCC(=O)Nc2ccc(F)cc2)n1CCc1ccccc1 | 6 | 0.2 | -1 | 0.6 | 8 | 11 | -15 | 11 | 13 | -21 | -1
Clc1ccc(SCCn2cncn2)cc1 | -6 | 0.2 | 6 | 2.7 | -16 | 8 | -2 | -6 | -4 | 0 | -1
CN(CC(=O)NCc1ccccn1)S(=O)(=O)c1cc(Cl)ccc1Cl | 6 | 0.2 | 14 | 3.7 | -10 | 7 | 1 | 16 | -5 | -13 | -4
CC1CC(C)CN(C(=O)COC(=O)c2ccc3c(c2)C(=O)N(Cc2ccco2)C3=O)C1 (stereo not drawn) | -4 | 0.5 | -1 | 0.6 | -4 | -12 | -13 | 3 | -3 | -6 | 4
O=C1CN(C(=O)c2ccccn2)c2ccccc2N1 | 8 | -0.1 | -2 | 0.9 | 17 | 5 | -24 | 8 | 5 | 0 | 0
